Source: PubChem (National Center for Advancing Translational Sciences (NCATS))
GALK inhibitor = inhibitors of human galactokinase; Potency, µM (highest dose often 57.5 µM), inactives show top-dose activity change, negative = inhibition, usual class: inhibitors; AID 1868; 0.007% of 270,000 active; P51570; Purified GALK, Kinase-Glo residual ATP luminescence; note: potency is the fitted concentration of half-maximal effect; % is set by controls: 0 for no effect and ±100 for the full control effect
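Quantitative HTS: GALK 5 nM, ATP 35 uM, galactose 100 uM, 1 h room temperature, then luciferase-based ATP detection.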
Giardia kill = Giardia lamblia killing; Giardia lamblia trophozoite viability; activity change, % at 7.66 µM, hits read low; 0.15% of 340,000 active; AID 540267; in the data active = activity change below about -80%; inconclusive = between about -30% and that limit;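 note: parasites exposed to compound for two days anaerobically before the ATP read; % is set by controls: 0 for no effect and ±100 for the full control effect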
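Giardia trophozoites, 100 cells per well, were exposed to compounds for 48 hrs at 37 deg C under anaerobic conditions; viability was then read as ATP content by bioluminescence after 15-30 min at room temperature.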
B2AR arrestin = beta2AR (human) beta-arrestin recruitment activity. Potency, µM (highest dose often 46.1 µM), for inactives: at the highest dose activation, most hits filed as activators. P07550. beta-arrestin recruitment to beta2AR, cell-based reporter. 0.02% of 330,000 active;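 note: potency is the fitted concentration of half-maximal effect; 0% = DMSO controls and full agonism = EC100 isoproterenol or metaproterenol; nearly all actives have a fitted effect of over 65% in size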
Target sequence (P07550 whole entry, looked up): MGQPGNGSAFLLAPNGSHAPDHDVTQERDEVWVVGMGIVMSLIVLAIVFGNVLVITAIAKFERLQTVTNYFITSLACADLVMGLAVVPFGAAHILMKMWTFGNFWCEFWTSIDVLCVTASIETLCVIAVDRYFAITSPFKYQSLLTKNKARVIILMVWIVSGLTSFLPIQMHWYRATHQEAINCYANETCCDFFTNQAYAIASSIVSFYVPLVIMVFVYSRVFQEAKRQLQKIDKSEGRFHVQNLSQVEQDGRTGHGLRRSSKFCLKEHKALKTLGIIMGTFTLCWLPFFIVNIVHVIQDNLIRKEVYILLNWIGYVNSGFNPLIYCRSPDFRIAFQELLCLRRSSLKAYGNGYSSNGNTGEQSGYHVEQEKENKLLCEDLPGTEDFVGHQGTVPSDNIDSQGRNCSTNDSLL
Menin-MLL TR inh = inhibitors of human menin-MLL interaction, mutant MLL peptide; O00255; Menin + Texas Red MLL mutant peptide, fluorescence polarization; Potency, µM (top dose mostly 61.6 µM), inactives show at the top dose FP activity change, negative = inhibition, usual class: inhibitors; 0.23% of 270,000 active; active = well fitted inhibition curve with a large enough effect in the polarisation, with a control signal flat, not every such curve was filed as active; inconclusive = small, poorly fitted or top-dose-only effect, or effect the other way, or a change in a side signal; inactive = no such curve, though single readings can be large or run the other way; the % refers to the polarisation; note: potency is the fitted concentration of half-maximal effect; % of control where 0% means no effect; many of its hits are not listed in these tables
USP2a inh = inhibitors of human ubiquitin-specific protease USP2a; O75604; USP2 core, Ub-CHOP2 coupled fluorogenic reporter, 485/531; Potency, µM (highest dose often 38.3 µM), for the others: at the highest dose activity change, negative = inhibition, most hits filed as inhibitors; 0.01% of 330,000 active; AID 463254;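 note: potency is the fitted concentration of half-maximal effect; plate controls were DMSO wells for no effect and full inhibition by NEM control for full effect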
Target sequence (O75604 whole entry, looked up): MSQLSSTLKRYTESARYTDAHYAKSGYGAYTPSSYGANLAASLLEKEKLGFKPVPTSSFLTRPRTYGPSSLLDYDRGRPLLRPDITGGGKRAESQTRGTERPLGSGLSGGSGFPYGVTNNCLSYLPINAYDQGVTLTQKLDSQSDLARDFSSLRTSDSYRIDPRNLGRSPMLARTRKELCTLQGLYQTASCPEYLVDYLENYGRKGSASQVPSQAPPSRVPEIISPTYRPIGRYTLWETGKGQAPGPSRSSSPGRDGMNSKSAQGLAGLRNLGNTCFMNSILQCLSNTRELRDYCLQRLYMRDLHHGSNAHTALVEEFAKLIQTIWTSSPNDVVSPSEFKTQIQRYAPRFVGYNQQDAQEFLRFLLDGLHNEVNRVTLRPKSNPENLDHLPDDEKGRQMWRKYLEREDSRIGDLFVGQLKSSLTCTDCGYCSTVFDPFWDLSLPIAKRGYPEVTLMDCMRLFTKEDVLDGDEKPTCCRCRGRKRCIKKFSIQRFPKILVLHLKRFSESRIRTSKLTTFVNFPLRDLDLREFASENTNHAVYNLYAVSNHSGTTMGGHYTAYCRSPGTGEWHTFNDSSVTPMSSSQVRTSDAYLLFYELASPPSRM
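Deubiquitinase activity read as fluorescence (485/531 nm) after Ub-CHOP2 cleavage activates the enterokinase reporter on its substrate; USP2 core 10nM, Ub-CHOP2 and substrate 25nM each, 30min compound preincubation then 60min RT; data normalized to NEM, curves fitted.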
TRPV1 ag = activates the human vanilloid receptor TRPV1; Q8NER1; TRPV1-expressing cells, Fluo-8 calcium influx, agonist mode; activation, % at 8.33 µM; 0.19% of 320,000 active; AID 540275; in the data active = activation above about 80%; inconclusive = between about 30% and that limit; note: 0% is about no effect
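Fluo-8 calcium influx in TRPV1-expressing cells, kinetic read (ex 480/em 520 nm). Compound added and read 3 min for agonist activity, followed by capsaicin at EC20 final and 2 min further read for enhancement.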
MLL CXXC-DNA inh = MLL CXXC-DNA interaction inhibition; MLL-CXXC / FITC-HOXA9 DNA fluorescence polarization; 0.037% of 290,000 active; Potency, µM (series often up to 115 µM), inactives show at the highest dose activity change, negative = inhibition, hits mostly inhibitors; Q03164; AID 2662; active = well fitted inhibition curve with a large enough effect in the polarisation, with a control signal flat, not every such curve was filed as active; inconclusive = small, poorly fitted or top-dose-only effect, or effect the other way, or a change in a side signal; inactive = no such curve, though single readings can be large or run the other way; the % refers to the polarisation; note: potency is the fitted concentration of half-maximal effect
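Fluorescence polarization: 7 uM MLL-CXXC (stock) preincubated 5 min with compounds, then 50 nM fluorescein-HOX-A9 DNA (stock) added; 30 min ambient. Buffer 50 mM Tris-HCl pH 7.5, 50 mM NaCl, 1 mM DTT, 0.05% BSA.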
Coupling enz = counter-screen for Giardia aldolase inhibitors: coupling enzyme system; coupling enzyme system counterscreen, AmpLite Red fluorescence; activity change, negative = inhibition, % at 58.2 µM, hits read low; 0.67% of 290,000 active; in the data active = activity change below about -30%; note: % is set by controls: 0 for no effect and ±100 for the full control effect
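First, compound is pin-transferred into glyceraldehyde-3-phosphate coupling-enzyme reagent at 57.5 uM final and held 10 min at RT. Next, substrate, coupling system and AmpLite Red are added. After 20 min RT, fluorescence (525/598 nm) is read.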
KCNH2 3.1 inh = KCNH2 3.1 (human) potassium channel inhibition; activity change, % (tested at about 1.8 µM); 0.95% of 340,000 active; U2OS KCNH2 3.1, thallium flux FluxOr; active compounds read low;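 active = maximum activity change below -70%; inconclusive = maximum activity change from -70% to -50%; inactive = maximum activity change above -50%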;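 note: thallium influx rate constant from kinetic fluorescence after stimulation buffer; % is set by controls: 0 for no effect and ±100 for the full control effect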
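Channel expression came from 3.1 mutant virus (1.77 x 10^8 /mL) applied to suspended U2OS cells for 4 h. Flux was tracked with FluxOr dye plus Red40 quencher, and kinetic rate constants normalized to controls.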
hERG WT inh = KCNH2 (human, wildtype) channel inhibition. Q12809. U2OS, BacMam KCNH2, thallium flux FluxOr; active compounds read low. activity change, % at 1.84 µM. 0.37% of 340,000 active;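 active = maximum activity change below -70%; inconclusive = maximum activity change between -70% and -50%; inactive = maximum activity change above -50%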; note: % is set by controls: 0 for no effect and ±100 for the full control effect
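U2OS cells transduced with wild-type KCNH2 virus are loaded with FluxOr dye for 45 min, and thallium flux is measured in kinetic reads before and after stimulation buffer. Rate constants are normalized to DMSO controls.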
PKM2 activator = activators of human pyruvate kinase M2 | purified PKM2, Kinase-Glo ATP luminescence, activation; response scale: 0% is enzyme alone, no compound | Potency, µM (top dose mostly 57.5 µM), without a hit: top-dose activation, hits mostly activators | 0.34% of 260,000 active | AID 1631; note: potency is the fitted concentration of half-maximal effect; % is set by controls: 0 for no effect and ±100 for the full control effect; nearly all actives have a fitted effect of over 55% in size
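Purified hPK-M2 (>95%) run at intermediate activity with 0.1 mM ADP and 0.5 mM PEP in 50 mM imidazole pH 7.2, KCl, MgCl2; 1 h room temperature. ATP formed read by Kinase-Glo luminescence; normalized to uninhibited and no-enzyme controls.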
* marks the source's active call; other numbers are inactive results; i = inactive; ? = inconclusive; . = no result given; [ ] = dose if it differs, or a comment. Unless noted, calls come from the whole dose curve; as a rule, active = well fitted curve in the direction sought with a large enough effect; inconclusive = small, poorly fitted or top-dose-only effect, or another doubt; inactive = no such curve, though single readings can be large; an effect the other way counts as inactive or inconclusive. Some of the compounds tested; the hit share may differ from the screen's.

Fields – Coupling enz, Menin-MLL TR inh, MLL CXXC-DNA inh, TRPV1 ag, GALK inhibitor, PKM2 activator, Giardia kill, USP2a inh, B2AR arrestin, hERG WT inh, KCNH2 3.1 inh
> FC(F)(F)c1n[nH]c(=S)n1/N=C/c1ccco1
  0, -6%, 1%, 1, 4%, -6%, -1, 3%, 0.5%, -2, 3
> COC(=O)CN(c1cc(OC)ccc1OC)S(=O)(=O)c1ccc(OC)c(OC)c1
  -2, -1%, -1%, 1, -1%, -11%, 5, 2%, 0.2%, -7, 0
> CCc1cccc(NC(=O)c2sc3nc4n(c(=O)c3c2C)CCC4)c1
  ., ., 1%, -3, -3%, ., 20, 0%, 0.0%, 2, 6
> CCCCN1C(=O)C(=O)N(CC(=O)c2ccc[nH]2)C1=O
  ., ., ., -4, ., ., 10, 0%, -0.2%, -8, 9
> Cc1ccc2[nH]c(=O)c(C(c3nnnn3CC3CCCO3)N3CCOCC3)cc2c1 (stereo not given)
  2, 4%, 12%, -1, 5%, 6%, -1, -1%, -0.2%, -5, 5
> O=C(COC(=O)c1cccc(-n2cnnn2)c1)c1ccc(F)cc1
  ., ., ., 1, ., ., -1, 0%, -1.0%, -4, -5
> COC(=O)c1ccc(Oc2c(F)c(F)nc(N3CCOCC3)c2F)cc1
  1, -1%, 20%, 24, 1%, 8%, 7, 1%, -0.3%, 2, 21
> Cc1cccc(N=C2NC(=O)/C(=C/C=C/c3ccco3)S2)c1C
  0, 41%[activator], -1%, 1, 0%, ?, 1, ?, -0.4%, -6, 2
> COCCCNC(=O)C1CCN(C(=O)c2cc3sccc3n2Cc2ccc(F)cc2)CC1
  3, -11%, -3%, 2, 0%, 3%, -1, 3%, 0.1%, 9, -3
> COc1ccc2nc(NC3=NCN(CC4CCCO4)CN3)nc(C)c2c1 (stereo not given)
  1, 2%, -5%, -4, 2%, -1%, ., 2%, -0.3%, ., .
> Cc1csc(=O)n1CC(=O)OCC(=O)Nc1cc(S(=O)(=O)N2CCOCC2)ccc1Cl
  ., ., ., -3, ., ., 2, 0%, 0.2%, -2, 17
> Cn1c(=O)c2c(nc(SCC(=O)Nc3ccccc3)n2C)n(C)c1=O
  6, 17%, -3%, -1, 1%, 17%, 10, -1%, -0.2%, -10, 2
> O=C1c2ccc(Br)cc2C(=O)N1c1ccc(Cc2ccncc2)cc1
  -1, -10%, 4%, 25, -1%, 4%, 4, 1%, -0.1%, 4, -6
> CCc1ccc(-c2nc(CS(=O)CC(=O)NCc3cccnc3)c(C)o2)cc1 (stereo not given)
  1, -1%, -8%, 26, 0%, 1%, 4, 1%, -0.5%, -4, -6
> O=C(Nc1ccc(S(=O)(=O)N2CCCCC2)cc1)C1CC(=O)N(Cc2ccccc2)C1 (stereo not given)
  ., ., ., 11, ., ., 3, -1%, -0.2%, 0, -2
> CCOc1cc(C2c3c(n[nH]c3C)C(=O)N2c2ccc(C)cc2)ccc1O (stereo not given)
  2, -13%, -5%, 12, -3%, 0%, 0, 5%, 0.2%, -7, 3
> CC1CCCC(NC(=O)CCC(=O)c2ccc(F)cc2)C1C (stereo not given)
  0, ., -8%, ?, -2%, -1%, 0, 1%, 0.3%, 6, 1
> O=[N+]([O-])c1nn(-c2ccc3c(c2)OCCO3)n(O)c1=NCc1ccc(F)cc1Cl
  0, ?, 2%, -2, 5%, -7%, -15, -1%, 0.0%, -1, -8
> CCCCCCC(=O)c1c(C)[nH]c(C(=O)OCC)c1C
  -4, -1%, 7%, 15, 1%, 0%, -2, 3%, 0.2%, -1, -4
> CC(=O)NC(CC(=O)NC12CC3CC(CC(C3)C1)C2)c1ccccc1 (stereo not given)
  3, -5%, -1%, 3, 0%, 2%, 0, 2%, -0.7%, -22, -2
> NC(=O)c1oc2ccccc2c1NC(=O)C1COc2ccccc2O1 (stereo not given)
  0, 20%, 15%, 10, 13%, 0%, 7, 0%, 0.1%, 0, -8
> O=C(CCSc1ccc(Cl)cc1)c1cccs1
  4, -18%, 49%[activator], -2, 2%, -2%, -5, -2%, -0.7%, -15, 6
> O=C(Cc1ccc(Cl)cc1)Nc1ccc(Br)cc1
  -1, ?, -5%, 20, 0%, -6%, 21, 0%, -0.2%, 0, -6
> O=S(=O)(CCc1nc2ccccc2[nH]1)c1ccc(Cl)cc1
  -6, 1%, ?, 12, 1%, -1%, 30[activator], -2%, -0.9%, -2, -12
> CN(C)/C=N/c1sc2c(c1C#N)CCCC2
  -11, 2%, 4%, ?, 0%, -5%, 31[activator], 0%, -0.9%, i, 13
> CN(C)c1ccc(C(=O)OCC(=O)Nc2cccc(S(=O)(=O)N3CCCC3)c2)cc1
  ., ., ., ., ., ., -2, 1%, -0.9%, -4, -14
> CCOc1ccc(C2C(C(=O)c3ccco3)=C(O)C(=O)N2Cc2cccnc2)cc1 (stereo not given)
  1, -14%, -1%, 0, 1%, 4%, 3, 1%, -0.1%, -1, -3
> Cc1cccc2c1c1ccc3c(c1n2C)C(=O)C=CC3=O
  -18, ., 10%, 0, ., ?, 9, 0%, 12%, -6, -13
> CCOC(=O)c1c(C)[nH]c(C(=O)OCC(=O)Nc2ccccc2)c1C
  ., ., ., 4, ., ., 1, 0%, 0.1%, -6, -7
> COc1ccc(CCNC(=O)C2CC(c3ccc([N+](=O)[O-])cc3)=NO2)cc1 (stereo not given)
  -1, 0%, 1%, 10, -1%, -1%, -2, -2%, -0.3%, 5, -2
> CCOC(=O)CSc1nnc(CNc2nc(-c3ccccc3)cs2)n1C
  4, -13%, 0%, -5, -2%, 2%, -24, 6%, -0.9%, -1, 11
> COc1cccc(C(=O)Nc2cc(NC(=O)c3ccco3)ccc2OC)c1
  1, 18%, 2%, ., 0%, 0%, -3, -1%, -0.3%, -16, 5
> CCNC(=O)/C(=C/c1cccc([N+](=O)[O-])c1)NC(=O)c1ccc(C)cc1
  -3, 16%, -3%, -2, -1%, 0%, 6, 4%, -0.1%, ., 0
> CCCCC(CC(C)O)c1n[nH]c(=S)n1-c1ccccc1 (stereo not given)
  1, -3%, ?, -4, 1%, -20%, 13, 3%, 0.0%, 6, -6
> COc1ccc(COC(=O)c2ccc(Br)c(S(=O)(=O)N3CCOCC3)c2)cc1F
  ., ., ., -2, ., ., -2, -10%, 0.0%, -3, 1
> C=CCc1c(C)nc(SC)nc1Nc1ccc(C(C)=O)cc1
  -18, -4%, -6%, 3, 2%, -14%, 8, -13%, -1.1%, 0, -1
> Cc1ccc2nc(-c3ccc(NC(=O)CSc4nccc(=O)[nH]4)cc3)sc2c1
  2, ?, -6%, 1, -3%, 0%, -19, -1%, -1.0%, -1, -3
> NC(=O)COC(=O)[C@@H]1CC(O)CN1S(=O)(=O)c1ccc2c(c1)OCCO2 (stereo not given in full)
  3, ., 1%, 7, 1%, -6%, -7, 7%, -0.2%, -1, -14
> CC1(C)CC(=O)C(N=Nc2ccc(Br)cc2)=C(O)C1
  1, ., -4%, 1, -3%, -5%, 5, 6%, 0.3%, -13, -8
> O=C(c1ccc([N+](=O)[O-])cc1)N1CCCC1
  1, ., -13%, 0, -1%, -2%, 10, 10%, -0.2%, -23, -11
> Cc1oc(-c2ccc(Cl)cc2)nc1CN1CCCC(C(=O)NCCCN2CCCC2=O)C1 (stereo not given)
  2, -10%, 1%, 3, 1%, -10%, 8, 0%, 0.6%, 4, -6
> C=CCNS(=O)(=O)c1ccc2c(c1)n(C)c(=O)n2C
  3, 2%, 5%, -4, 0%, -3%, 36[activator], -4%, -0.2%, 0, -8
> COc1cc2c(cc1OC)C(c1ccc(Br)cc1)CC(=O)N2 (stereo not given)
  0, -4%, 2%, 4, -3%, 0%[11.5 µM], -1, 0%, 6.6%, -126*, 2
> Cc1cc2nc3c(=O)[nH]c(=O)[nH]c3nc2c([N+](=O)[O-])c1N
  -30*, ?, ?, 4, 4%, ?, -20, ?, -0.4%, -5, -21
> CCn1ccc(-c2ccccc2)c(C#N)c1=O
  6, -8%, -4%, -3, 8%, 5%, 20, 0%, -0.2%, -5, 7
> Cc1ccc2nc3c(cc(C(=O)NCCc4ccccc4)c(=N)n3CCCN3CCOCC3)c(=O)n2c1
  0, -2%, 8%, -5, 0%, -6%, 3, 1%, 0.3%, 7, 15
> COc1ccc(-c2c([C@H]3[C@@H]4C=CCC[C@@]4(C)C(=O)N3Cc3ccccc3)ccc3ccccc23)cc1OC
  1, ., 11%, 18, 0%, 5%, -15, 4%, 0.2%, -8, 10

Limited to KCNH2 3.1 inh and TRPV1 ag, for some of the entries so far:
molecule | KCNH2 3.1 inh | TRPV1 ag
COc1ccc(COC(=O)c2ccc(Br)c(S(=O)(=O)N3CCOCC3)c2)cc1F | 1 | -2
C=CCc1c(C)nc(SC)nc1Nc1ccc(C(C)=O)cc1 | -1 | 3
